C2C12 statin – suppressors of simvastatin-induced myotoxicity in C2C12 myotubes | 0.78% of 330,000 active | ATP luminescence, 48 h; scaled: DMSO 0, geranylgeraniol control 100 | rescue of ATP level, % at 7.49 µM;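 active = mean ATP rescue above about 67%, or every replicate alone reaching that limit, limit read from the data, passing the limit was not always enough; inconclusive = no clear call, values can overlap the other calls; inactive = mean under the limit and some replicate under it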;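 also: myotubes were challenged with 10 µM simvastatin during compound exposure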
SIRT5 block – blocks human SIRT5 desuccinylation of peptide; Q9NXA8; Purified SirT5, succinyl-peptide AMC, trypsin-coupled fluorescence; inhibition, % at 15 µM; 1.1% of 330,000 active; in the data active = inhibition above about 15%; inconclusive = no clear call, values can overlap the other calls
Target sequence (Q9NXA8 whole entry, looked up): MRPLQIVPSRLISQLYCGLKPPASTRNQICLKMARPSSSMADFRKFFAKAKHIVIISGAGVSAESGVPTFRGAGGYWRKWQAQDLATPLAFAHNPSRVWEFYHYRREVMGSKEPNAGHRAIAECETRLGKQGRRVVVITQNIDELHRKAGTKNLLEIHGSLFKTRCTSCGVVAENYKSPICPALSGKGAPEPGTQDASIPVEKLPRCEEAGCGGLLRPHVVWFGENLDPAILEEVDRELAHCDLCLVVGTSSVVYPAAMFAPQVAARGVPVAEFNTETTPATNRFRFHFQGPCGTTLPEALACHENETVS
S100A4 MyoIIA – S100A4-myosin IIA interaction inhibition; P26447; S100A4/TAMRA-MyoIIA peptide fluorescence polarization; inhibition, % at 10.7 µM; 0.14% of 360,000 active; AID 652163;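 active = mean inhibition of at least 70% across replicates, with every replicate also reaching that level; inconclusive = mean inhibition reaches 70% but some replicates fall short; inactive = mean inhibition below 70%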
Target sequence (P26447 whole entry, looked up): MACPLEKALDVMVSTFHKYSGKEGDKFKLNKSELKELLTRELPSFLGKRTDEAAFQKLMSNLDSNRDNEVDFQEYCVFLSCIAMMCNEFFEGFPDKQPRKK
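Test system: S100A4 monomer protein; Medium: HEPES pH 7.2 with CaCl2, KCl, NaCl, DTT, Triton; Probe or stimulus: TAMRA-labelled myosin IIA heavy-chain peptide probe, 5 nM; Doses: one dose per compound; Times: polarization read 5 min after assay mix addition, stable 5–60 min; Benchmarks: neutral control DMSO, positive control TFP.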
E-sel inducer – induces E-selectin expression in human endothelial cells; P16581; HUVEC E-selectin immunofluorescence imaging; normalized: neutral wells 0, TNF-alpha wells 100; activation, % at 7.58 µM; 0.37% of 260,000 active; AID 686992;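 active = mean E-selectin-positive cell signal at least 10% of the positive control, reached in at least 60% of replicates, without over 20% cell loss; inconclusive = no rule given, readout overlaps actives, possibly toxicity-flagged; inactive = the rest, including those meeting only one limit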;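 also: in these data hits start at about 27%; measured in HUVEC primary endothelial cells; signal is the percent of cells scored E-selectin positive by PE staining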
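Read-out basis: % PE-positive cells; Test system: HUVEC primary endothelial cells; Technique: immunofluorescence imaging; Dosing: single-point compound dose.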
DENV2 CPE – DENV2-induced cell death inhibition; DENV2-infected cells, cytopathic effect rescue, plate reader; CPE inhibition, % at 9.99 µM; 1.7% of 350,000 active; AID 651640; in the data active = CPE inhibition above about 20%, passing the limit was not always enough; inconclusive = no clear call, values can overlap the other calls; tested in BHK-21 cells;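 also: 0% = median of neutral control wells and 100% = median of positive control wells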
ERp5 inh – inhibitors of human ERp5; inhibition, % at 9.99 µM; ERp5 insulin aggregation, absorbance 650 nm, 90 min; 0.05% of 350,000 active; Q15084;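 active = mean replicate inhibition above about 25%, with every replicate also reaching it, limit read from the data, passing the limit was not always enough; inconclusive = only one of those two criteria met; inactive = neither criterion met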
Target sequence (Q15084 whole entry, looked up): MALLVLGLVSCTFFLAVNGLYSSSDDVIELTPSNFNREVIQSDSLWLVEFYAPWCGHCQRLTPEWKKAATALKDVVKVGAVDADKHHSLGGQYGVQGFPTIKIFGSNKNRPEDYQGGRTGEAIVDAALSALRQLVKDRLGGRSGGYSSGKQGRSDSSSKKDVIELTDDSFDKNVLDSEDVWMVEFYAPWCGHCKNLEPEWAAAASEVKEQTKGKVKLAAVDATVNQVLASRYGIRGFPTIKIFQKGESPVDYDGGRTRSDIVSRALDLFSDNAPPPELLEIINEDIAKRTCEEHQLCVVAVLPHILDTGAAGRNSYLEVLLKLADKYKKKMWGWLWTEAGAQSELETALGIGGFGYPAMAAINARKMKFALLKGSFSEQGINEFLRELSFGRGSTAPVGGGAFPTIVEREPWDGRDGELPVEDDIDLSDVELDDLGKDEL
PglD DTNB – PglD (C. jejuni) enzyme inhibition | 0.098% of 360,000 active | purified PglD enzyme, DTNB colorimetric CoA detection | AID 602405 | inhibition, % at 12.5 µM; in the data active = inhibition above about 16%, passing the limit was not always enough; inconclusive = no clear call, values can overlap the other calls; also: strong numbers were not always called active
* hit, by the source's call; ? = inconclusive; . = no result given. Not all compounds are listed; rates above refer to the full screens.

SMILES	C2C12 statin	SIRT5 block	S100A4 MyoIIA	E-sel inducer	DENV2 CPE	ERp5 inh	PglD DTNB
O=C1NC(CCc2ccccc2)C(=O)N1Cc1cccc2ccccc12 (stereo not drawn)	.	1	-3	-1.4	1	3	.
COc1ccc(C#Cc2ccc3c(c2)O[C@H](CN(C)C(=O)CN2CCOCC2)[C@@H](C)CN([C@@H](C)CO)S3(=O)=O)cc1	-1	-2	-13	0.1	-4	-3	3
Cc1ccsc1-c1nc(CSCC(=O)N2CCN(c3ccccc3)CC2)c(C)o1	-7	-2	3	.	-4	-3	-2
OC[C@H]1[C@@H](c2ccc(-c3cccnc3)cc2)[C@H]2CN(Cc3ccccn3)CCCCN21	-9	-1	1	-0.2	?	0	7
COc1cc(OC)c(/C=C2\C(=O)Nc3ccccc32)c(OC)c1	.	-4	33	?	-6	7	.
O=C(c1ccc(F)cc1)C1CCN(C(=O)c2c(F)cccc2F)CC1	7	-2	-1	.	2	-2	-4
CCNC(=O)[C@H]1[C@H](CO)[C@H]2Cn3c(ccc(-c4cccc(OC)c4)c3=O)[C@H]2N1S(C)(=O)=O	-22	-14	-6	0.1	28*	-4	-2
O=c1[nH]cnc2sc3c(c12)CCC3	7	-1	2	-0.1	0	-2	.
CN(c1cccc(NC(=O)CN(c2cccc(Cl)c2)S(=O)(=O)c2ccc(Cl)cc2)c1)S(C)(=O)=O	8	.	.	-0.3	.	.	5
O=C(COc1ccc2c3c(c(=O)oc2c1)CCC3)Nc1ccc(CCO)cc1	4	0	-1	.	-4	2	-7
NC(=S)NN=C1c2cc(OCCN3CCOCC3)ccc2-c2ccc(OCCN3CCOCC3)cc21	.	1	3	-0.3	-2	2	.
CC(C)CC#Cc1cnc2c(c1)C(=O)N([C@H](C)CO)C[C@H](C)[C@@H](CN(C)C(=O)CN1CCOCC1)O2	29	1	-4	0.4	?	1	18
COCCOc1ccc(C(F)(F)F)cc1NC(=O)COC(=O)Cc1c[nH]c2ccccc12	5	1	5	1.1	4	-3	3
COCC(=O)N/N=C\c1ccc(OC/C=C/c2ccccc2)c(OC)c1	.	-4	-7	-0.2	?	3	-1
O=C(NCCc1nc(-c2ccccc2Cl)no1)C1CCCCC1	5	-2	34	0.0	4	-4	6
O=C(/C=C/c1ccco1)N(Cc1cccc(F)c1)C1CCS(=O)(=O)C1 (stereo not drawn)	-8	8	-5	0.3	-5	-3	-2
COc1cccc(NC(=O)CSc2nnnn2C2CCCCC2)c1	-25	-7	0	.	1	2	8
Cc1cc(C)cc(NC(=O)COC(=O)Cn2cnc3c2c(=O)n(C)c(=O)n3C)c1	-4	-2	8	.	-2	-18	.
O=C(NCCOc1ccccc1F)c1cc(F)c(F)cc1Cl	.	-1	0	0.8	1	0	.
Cc1cc2ncc(-c3cccc(Cl)c3)cn2n1	.	-5	2	-1.6	-3	1	.
Cc1ccc2c(c1)N(S(=O)(=O)c1ccc3c(c1)NC(=O)CC(=O)N3)CCO2	13	.	-4	-0.2	-3	0	2
CC1=CC2=NC(=O)/C(=C\c3cc(C)n(-c4ccccc4F)c3C)C(=N)N2O1	.	0	1	-1.3	-10	-1	-2
C[C@@H]1CN([C@@H](C)CO)C(=O)c2cc(NC(=O)C3CCCCC3)ccc2O[C@@H]1CN(C)Cc1ccccc1	6	0	7	0.9	-3	3	-2
C[C@@H]1CCCCO[C@H](CN(C)C(=O)Nc2ccc(C(F)(F)F)cc2)[C@@H](C)CN([C@H](C)CO)C(=O)c2cc(NC(=O)Cc3ccccc3)ccc2O1	.	0	52	-0.2	14	0	-1
C[C@H](NC(=O)C[C@H]1C[C@@H]2c3cc(NC(=O)Cc4ccncc4)ccc3O[C@@H]2[C@@H](CO)O1)c1ccccc1	-1	-2	-2	0.1	-4	2	0

Arranged by molecular weight (lowest first): part of the list above.
SMILES	C2C12 statin	SIRT5 block	S100A4 MyoIIA	E-sel inducer	DENV2 CPE	ERp5 inh	PglD DTNB
Cc1cc2ncc(-c3cccc(Cl)c3)cn2n1	.	-5	2	-1.6	-3	1	.
COc1cc(OC)c(/C=C2\C(=O)Nc3ccccc32)c(OC)c1	.	-4	33	?	-6	7	.
O=C(NCCOc1ccccc1F)c1cc(F)c(F)cc1Cl	.	-1	0	0.8	1	0	.
O=C(NCCc1nc(-c2ccccc2Cl)no1)C1CCCCC1	5	-2	34	0.0	4	-4	6
O=C1NC(CCc2ccccc2)C(=O)N1Cc1cccc2ccccc12 (stereo not drawn)	.	1	-3	-1.4	1	3	.
COCC(=O)N/N=C\c1ccc(OC/C=C/c2ccccc2)c(OC)c1	.	-4	-7	-0.2	?	3	-1
CC1=CC2=NC(=O)/C(=C\c3cc(C)n(-c4ccccc4F)c3C)C(=N)N2O1	.	0	1	-1.3	-10	-1	-2
O=C(COc1ccc2c3c(c(=O)oc2c1)CCC3)Nc1ccc(CCO)cc1	4	0	-1	.	-4	2	-7
Cc1ccc2c(c1)N(S(=O)(=O)c1ccc3c(c1)NC(=O)CC(=O)N3)CCO2	13	.	-4	-0.2	-3	0	2
Cc1cc(C)cc(NC(=O)COC(=O)Cn2cnc3c2c(=O)n(C)c(=O)n3C)c1	-4	-2	8	.	-2	-18	.
Cc1ccsc1-c1nc(CSCC(=O)N2CCN(c3ccccc3)CC2)c(C)o1	-7	-2	3	.	-4	-3	-2
COCCOc1ccc(C(F)(F)F)cc1NC(=O)COC(=O)Cc1c[nH]c2ccccc12	5	1	5	1.1	4	-3	3
CCNC(=O)[C@H]1[C@H](CO)[C@H]2Cn3c(ccc(-c4cccc(OC)c4)c3=O)[C@H]2N1S(C)(=O)=O	-22	-14	-6	0.1	28*	-4	-2
CC(C)CC#Cc1cnc2c(c1)C(=O)N([C@H](C)CO)C[C@H](C)[C@@H](CN(C)C(=O)CN1CCOCC1)O2	29	1	-4	0.4	?	1	18
CN(c1cccc(NC(=O)CN(c2cccc(Cl)c2)S(=O)(=O)c2ccc(Cl)cc2)c1)S(C)(=O)=O	8	.	.	-0.3	.	.	5
C[C@@H]1CCCCO[C@H](CN(C)C(=O)Nc2ccc(C(F)(F)F)cc2)[C@@H](C)CN([C@H](C)CO)C(=O)c2cc(NC(=O)Cc3ccccc3)ccc2O1	.	0	52	-0.2	14	0	-1

Next entries follow.
SMILES	C2C12 statin	SIRT5 block	S100A4 MyoIIA	E-sel inducer	DENV2 CPE	ERp5 inh	PglD DTNB
COc1ccc(C(O)P(=O)(OCCC(C)C)c2ccc(N(C)C)cc2)cc1 (stereo not drawn)	10	3	1	0.1	-1	-5	-2
COc1ccc(S(=O)(=O)N(C)C[C@@H]2OCCCC[C@H](C)Oc3ccc(NS(=O)(=O)c4cccs4)cc3C(=O)N([C@H](C)CO)C[C@H]2C)cc1	.	7	?	0.4	14	-10	-3
COc1cc(C(=O)NCC(=O)N/N=C(\C)Cc2ccccc2)cc(OC)c1OC	9	-2	4	.	2	-2	-5
COc1ccc(NC(=O)N2CC3(C2)CN(C(C)=O)[C@@H](CO)c2[nH]c4cc(OC)ccc4c23)cc1	.	2	-6	0.2	-7	-3	.
COc1cc(NC(=O)c2cc(-c3ccc(C)cc3)on2)cc(OC)c1OC	-29	7	-14	.	-2	3	11
CN1CCN(c2ccc(S(=O)(=O)N3CCCCC3)cc2NC(=O)COc2ccc([N+](=O)[O-])cc2)CC1	-18	-5	-1	.	-6	-2	1
C[C@@H]1CN([C@H](C)CO)C(=O)c2cc(N(C)C)ccc2O[C@H]1CN(C)C(=O)Nc1ccccc1	-4	-4	3	.	-5	-3	15
NC(=N\N=CCc1ccccc1)/C(N)=N/N=CCc1ccccc1	-6	.	17	-0.1	9	-9	0
O=C(NCc1ccccn1)Nc1ccccc1Cl	4	-4	-1	0.0	-12	2	-3
CCNC(=O)C1(C)CCN(C(=O)c2ccc(OC)cc2)C1 (stereo not drawn)	5	0	1	0.2	?	4	5
Cc1cc(C)n2nc(-c3ccc(Br)cc3)cc2n1	-26	-7	2	.	-5	1	-3
COCC(=O)Nc1ccc(N2CCN(c3ccccc3)CC2)c(F)c1	-7	-4	1	0.5	-3	1	6
COc1ccc(/C=C(/NC(=O)c2ccccc2OC)C(=O)Nc2ccc(C(=O)O)cc2)cc1	.	0	17	-0.2	-4	11	4
CCOc1cc(N2CCOCC2)c(OCC)cc1NC(=O)COC(=O)c1cccc2ccccc12	-29	-4	1	.	4	3	.
Cc1ccc(C)c(NC(=O)NCc2ccccn2)c1	.	-2	-1	.	3	7	-5
CCN(c1ccccc1)S(=O)(=O)c1ccc2ccccc2c1	-34	-2	-6	0.7	7	-2	-5
N#C/C(=C\c1ccc(Cl)c([N+](=O)[O-])c1)c1ccccn1	.	0	10	3.3	6	-2	.
Cc1ccc2c(c1)N(CC(=O)NC1CCCC1)C(=O)c1cccnc1O2	-1	.	0	-0.1	-3	3	-9
Cc1[nH]nc(N)c1-c1ccc(Cl)cc1	.	0	-1	3.6	-3	1	.
O=S(=O)(Nc1cccc2ccccc12)c1cccc2nonc12	.	-2	-7	0.5	0	1	0
Cc1ccccc1CNC(=O)C(=O)NCC1OCCCN1S(=O)(=O)c1cccs1 (stereo not drawn)	.	0	-2	2.8	-4	7	3
O=C(CN1CCN(C(=O)CN2C(=O)NC3(CCCC3)C2=O)CC1)Nc1cccc(F)c1	13	-5	6	.	1	-7	-1
Cc1cccc(NC(=O)CSc2nncn2-c2ccccn2)c1	.	-7	-19	.	0	9	.
Cc1nnc(SCC(=O)NC(=O)NCc2ccco2)s1	.	-3	1	-1.4	7	4	.
CCOC(=O)C1=CCN(S(=O)(=O)c2ccccc2Br)C1c1ccccc1 (stereo not drawn)	0	0	-4	-0.2	8	-9	-6
SMILES	C2C12 statin	SIRT5 block	S100A4 MyoIIA	E-sel inducer	DENV2 CPE	ERp5 inh	PglD DTNB
Cc1cc(/C=N/NC(=O)Cn2c3ccccc3c(=O)c3ccccc32)c(C)n1-c1ccccc1	.	-1	-9	.	1	-4	.
CCCNC(=O)c1cc(C2CCCCN2C(=O)OCCF)on1 (stereo not drawn)	-2	0	-6	0.1	3	3	2
COc1ccc(S(=O)(=O)Nc2ccc3c(c2)CC(=O)N([C@H](C)CO)C[C@@H](C)[C@@H](CN(C)C(=O)NC2CCCCC2)O3)cc1	-41	4	-3	55*	?	2	1
CNC(=O)NC(=O)COC(=O)c1cccc(S(=O)(=O)N2CC3(C)CC2CC(C)(C)C3)c1 (stereo not drawn)	.	-2	-1	-0.2	7	6	.
Cc1cc(/C=C(\C#N)C(=O)OCC#N)c(C)n1CC(C)C	-9	-4	0	3.1	-2	3	6
Cc1nn(-c2ccccc2)c(Cl)c1C(=O)Nc1ccc(N2CCOCC2)cc1	.	2	0	.	4	4	.
O=C(NCCN1CCN(c2ccccc2F)CC1)C1CCCN(S(=O)(=O)c2cnc[nH]2)C1 (stereo not drawn)	-4	.	-2	.	-1	7	-4
O=C(COC(=O)c1cc([N+](=O)[O-])ccc1NCCO)NCc1cccs1	6	-2	2	-1.4	1	2	-12

Complete entries, quoted from the list. Screens in order: C2C12 statin | SIRT5 block | S100A4 MyoIIA | E-sel inducer | DENV2 CPE | ERp5 inh | PglD DTNB
O=C(NCCN1CCN(c2ccccc2F)CC1)C1CCCN(S(=O)(=O)c2cnc[nH]2)C1 (stereo not drawn) as listed: -4 | . | -2 | . | -1 | 7 | -4
Cc1cc(/C=N/NC(=O)Cn2c3ccccc3c(=O)c3ccccc32)c(C)n1-c1ccccc1 as listed: . | -1 | -9 | . | 1 | -4 | .

Compound activity as filed in PubChem.
